TEAD-YAP block: TEAD-YAP interaction inhibition. AID 1259422. actives 1.4% (n = 640,000). HEK-TIYL cells, TEAD-Gal4/YAP UAS-luciferase luminescence. inhibition, % at 9.12 µM; in the data active = inhibition above about 32%;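 also: 0% = median of test compound wells and 100% = reference inhibitor wells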
GPR151 activ: activators of human GPR151 | Q8TDV0 | PathHunter beta-arrestin GPR151 cells, luminescence | activation, % at 11.2 µM | actives 1% (n = 650,000); in the data active = activation above about 4.9%;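 also: 0% = median of compound wells and 100% = cells with positive control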
FBW7 act: human FBW7 E3 ligase activation, primary screen | actives 0.13% (n = 650,000) | normalized activity (activation), % at 26.1 µM | Q969H0 | AlphaScreen FBW7–phospho-cyclin E peptide binding, activator screen; in the data active = normalized activity above about 1.9%;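 also: purified mutant Fbw7 with reduced substrate affinity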
Target sequence (Q969H0 whole entry, looked up): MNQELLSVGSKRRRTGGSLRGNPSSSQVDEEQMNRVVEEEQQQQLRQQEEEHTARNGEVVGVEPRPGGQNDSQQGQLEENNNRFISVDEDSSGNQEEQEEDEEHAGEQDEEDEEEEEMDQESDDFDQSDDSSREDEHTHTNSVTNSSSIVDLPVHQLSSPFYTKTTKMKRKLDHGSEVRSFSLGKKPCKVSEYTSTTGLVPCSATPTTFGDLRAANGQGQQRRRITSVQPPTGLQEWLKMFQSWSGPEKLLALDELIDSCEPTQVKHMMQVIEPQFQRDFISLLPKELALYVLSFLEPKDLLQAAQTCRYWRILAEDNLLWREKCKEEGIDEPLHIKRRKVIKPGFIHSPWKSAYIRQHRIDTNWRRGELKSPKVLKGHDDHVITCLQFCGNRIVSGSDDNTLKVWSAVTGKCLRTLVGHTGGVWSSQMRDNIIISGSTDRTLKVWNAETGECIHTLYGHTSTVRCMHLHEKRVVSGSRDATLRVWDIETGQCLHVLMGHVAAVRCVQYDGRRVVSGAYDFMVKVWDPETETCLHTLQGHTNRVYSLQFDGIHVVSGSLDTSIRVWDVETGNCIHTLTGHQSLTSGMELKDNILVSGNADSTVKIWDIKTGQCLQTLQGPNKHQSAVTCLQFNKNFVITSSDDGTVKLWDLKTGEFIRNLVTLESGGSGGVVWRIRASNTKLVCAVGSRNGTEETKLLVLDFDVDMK
MITF inh: human MITF inhibition, primary screen; O75030; AlphaScreen MITF homodimerization, bead proximity signal; inhibition, % at 2.6 µM; actives 0.91% (n = 650,000); in the data active = inhibition above about 50%;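 also: 0% = vehicle wells with protein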
Starred values were filed as active, the others as inactive.

SMILES	TEAD-YAP block	GPR151 activ	FBW7 act	MITF inh
CCOC(=O)c1cc2c(=O)n3ccccc3nc2n(C(C)C)c1=NC(=O)c1ccc(C)c(C)c1	-1	-1.6	1.2	20
Cc1cnc(C(=O)N[C@@H](C)Cn2nnc3ccccc32)cn1	-18	0.7	-0.1	8
COCCOC(=O)C1=C(C)N(C)C(=O)NC1c1ccccc1I (stereo unspecified)	1	0.4	-0.2	8
Fc1ccc(N2CCN(c3ncnc4c3c(-c3ccccc3)cn4-c3ccc(Cl)cc3)CC2)cc1	1	1.5	-0.2	3
COc1cc(NC(=O)C(C(C)C)N2C(=O)c3ccccc3C2=O)c(OC)cc1Cl (stereo unspecified)	1	0.7	-0.1	-9
O=C(CCc1c[nH]c2ccccc12)N1CCc2ccccc21	-38	0.9	0.0	3
Cc1ccccc1C(=O)Nc1ccccc1I	-6	0.0	0.0	-4
Cc1ccc2c(c1)C(=O)CC1(CCN(C(=O)c3ccc(F)c(F)c3)CC1)O2	10	-0.3	0.4	12
COc1ccc(-c2nnc3n2N=C(c2ccc([N+](=O)[O-])cc2)CS3)cc1	-1	0.8	-0.1	1
CN(C)/C=C(\C#N)c1nc2ccccc2[nH]1	-4	-2.3	0.8	-98
CCSc1nc2c(cnn2-c2ccc(F)cc2)c(=O)[nH]1	0	-0.1	0.0	1
COCCNc1ccnc2c(-c3ccccc3N(C)C)cnn12	-55	0.0	0.2	-25
Cc1ccc(C(=O)Nc2cc3nn(-c4ccc(C)cc4)nc3cc2C)cc1	-4	-0.6	-0.1	-7
CCOc1ccccc1NC(=O)c1sc2ncn(CC(=O)N3CCOCC3)c(=O)c2c1C	-4	-0.9	0.1	8
O=C(Nc1ccc2nc(SCc3ccc(I)cc3)sc2c1)C1CCCCC1	15	-0.7	0.1	7
O=C(Nc1ccc(F)cc1F)C1CC(c2cccc(Br)c2)=NO1 (stereo unspecified)	-13	0.9	-0.2	-4
NC(=O)COC(=O)Cc1cccc2ccccc12	-5	-1.6	0.1	13
N#CC1C(=O)NC(=S)C(C(N)=O)C12CCCCC2 (stereo unspecified)	4	1.1	-0.1	19
COc1ccc(C(=O)NC23CC4CC(CC(C4)C2)C3)cc1Cl	3	-1.4	0.0	0
COc1ccc(NC(=O)C2C(=O)CN(c3ccccc3)C2=O)cc1 (stereo unspecified)	-48	1.7	0.2	12
CC1Oc2ccccc2C=C1/C=C1\SC(=S)N(C)C1=O (stereo unspecified)	-10	0.0	-0.1	-12
COc1cccc(NC(=O)CSc2nnc(SCC(=O)Nc3cccc(OC)c3)s2)c1	4	-0.4	0.3	-16
Cc1ccc(Cc2c(C)nc3nc(SCc4c(F)cccc4Cl)nn3c2C)cc1	2	0.2	0.1	-4
O=C(NC(c1ccccc1)c1ccco1)C1CCN(C(=O)c2ccccc2)CC1 (stereo unspecified)	6	-0.1	0.2	2
Cc1ccc(NC(=O)c2nnn(CC(=O)Nc3c(C)cc(C)cc3C)c2N)c(C)c1	-4	0.3	0.2	-2
CCOc1ccc(NC(=O)C2CC(=O)N(CCO)C(=Nc3ccccc3)S2)cc1 (stereo unspecified)	11	-0.1	0.3	4
Cc1cccc(Nc2n[nH]c(C)c2[N+](=O)[O-])c1	-71	-0.6	-0.4	-3
Cc1cc2cc3c(cc2n2c(=O)n(CC(=O)NC4CCCC4)nc12)OCO3	4	-0.7	-0.1	1
Cc1ccc(CSc2nc3ccccc3c(=O)n2CCn2c(SCc3ccc(C)cc3)nc3ccccc3c2=O)cc1	-9	3.5	-0.2	5
COc1ccc(/C=N/NC(=O)CC(=O)Nc2cccc(C(F)(F)F)c2)c(OC)c1	15	0.6	-0.1	8

Some of these compounds in order of heavy-atom count, high to low.
SMILES	TEAD-YAP block	GPR151 activ	FBW7 act	MITF inh
Cc1ccc(CSc2nc3ccccc3c(=O)n2CCn2c(SCc3ccc(C)cc3)nc3ccccc3c2=O)cc1	-9	3.5	-0.2	5
Cc1ccc(NC(=O)c2nnn(CC(=O)Nc3c(C)cc(C)cc3C)c2N)c(C)c1	-4	0.3	0.2	-2
NC(=O)COC(=O)Cc1cccc2ccccc12	-5	-1.6	0.1	13

(cont.)
SMILES	TEAD-YAP block	GPR151 activ	FBW7 act	MITF inh
CC1CCN(C(=O)Cn2c(SCC(=O)NC(C)(C)C)nc3ccccc32)CC1	0	1.4	0.0	11
O=C(c1cc(N2C(=O)C3C4CCC(C4)C3C2=O)ccc1Cl)N1CCN(c2ccccc2F)CC1 (stereo unspecified)	0	0.1	0.7	9
COc1ccc(CCNC(=O)Cc2cn(-c3ccc(N4CCN(c5ccccn5)CC4)nn3)c3ccccc23)cc1	-17	-1.0	-0.1	4
COC(=O)CSc1nnc(Cn2nnc3ccccc32)n1C	-16	0.1	0.2	-23
CCn1c2ccccc2c2cc(CN(C)CCc3ccccn3)ccc21	-5	-1.0	-0.2	74*
COc1ccccc1C(=O)NC(=S)NNC(=O)c1ccc([N+](=O)[O-])cc1	-13	1.0	0.0	1
O=C(C1CN(CCS(=O)(=O)c2ccccc2)CCN1)N1CCCC1 (stereo unspecified)	7	-1.3	-0.1	10
COCc1cc(C)nc2sc(-c3ccc([N+](=O)[O-])cc3)c(NC=O)c12	4	-1.2	-0.1	-16
Cc1cc(Nc2ccccc2)nc(NCc2cccnc2)n1	-6	-1.4	-0.1	5
O=C(Nc1ccccc1[N+](=O)[O-])c1ccccc1Cl	-4	0.2	-0.2	10
O=C(NC1CCCCCC1)C1Cc2ccccc2CN1C(=O)OCc1ccccc1 (stereo unspecified)	-9	-0.5	-0.1	20
O=[N+]([O-])c1ccc(N2CCCC2)c(/C=N/O)c1	9	1.7	-0.1	12
CCN(CC)C(=O)c1cc(-c2cccc(Cl)c2)on1	-23	0.3	-0.1	4
Cc1ccc(-n2nc(C(=O)N3CCCC3)c3c4ccccc4n(C)c3c2=O)cc1	1	-2.0	0.6	16
Cc1cc(C)n2nc(SC(C)C(=O)N3CCCC3)nc2n1 (stereo unspecified)	-2	1.1	0.0	0
COc1ccc(-c2noc(N3CCC(C(=O)N(C)Cc4ccccc4)CC3)n2)cc1	-1	0.0	-0.1	-3
COc1ccc(CNC(=O)c2cnn3c(C(F)(F)F)cc(-c4ccc(OC)c(OC)c4)nc23)cc1	-5	1.5	-0.2	-3
COC(=O)c1c(NC(=O)COc2ccc(Cl)cc2)sc2c1CCCC2	1	-0.2	0.2	3
COc1ccc(-c2cnc(NCc3ccccc3OC)n2C)cc1	-4	0.3	-0.2	25
CC(C)CC(=O)NC(Nc1ccc(F)cc1F)(C(F)(F)F)C(F)(F)F	0	-1.0	0.0	-6
O=C(CSc1ncn[nH]1)NC(c1ccccc1)c1ccccc1	3	-0.5	0.0	-12
Clc1ccc(OCc2nc(-c3cccnc3)no2)cc1	-20	1.5	0.0	4
CCCn1cnc2sc(C(=O)Nc3ccccc3OC)c(C)c2c1=O	-8	11*	0.0	0
COc1ccc(C2=C(Nc3ccc4oc5ccccc5c4c3)c3ccccc3C2=O)cc1	-11	-0.5	-0.2	21
CCOc1ccccc1-n1cnc2cc(C(=O)NCc3ccccc3Cl)ccc21	-3	0.6	0.0	-2
COc1ccc2c(c1)/C(=c1/sc3n(c1=O)CN(c1cccc(F)c1)CN=3)C(=O)N2	10	0.4	0.5	-100
CCOc1ccc(C(N)CC(=O)OC)cc1 (stereo unspecified)	-7	-2.2	0.4	3
Cc1c(C(=O)N2CCN(c3ccc(Cl)cc3[N+](=O)[O-])CC2)oc2ccccc12	1	-0.4	0.2	6
N#C/C(=C\c1ccc([N+](=O)[O-])o1)C(=O)NCc1ccc(Cl)cc1	16	-1.2	0.4	20
CCN(CC)C(=O)CCNC(=O)Cn1ccc2ccccc2c1=O	-8	-0.5	0.1	17

Record cards, from the list above. Order of values: TEAD-YAP block | GPR151 activ | FBW7 act | MITF inh
`Cc1ccccc1C(=O)Nc1ccccc1I` across the screens: -6 | 0.0 | 0.0 | -4
`O=[N+]([O-])c1ccc(N2CCCC2)c(/C=N/O)c1` across the screens: 9 | 1.7 | -0.1 | 12
`Cc1cccc(Nc2n[nH]c(C)c2[N+](=O)[O-])c1` across the screens: -71 | -0.6 | -0.4 | -3
`COc1ccc(/C=N/NC(=O)CC(=O)Nc2cccc(C(F)(F)F)c2)c(OC)c1` across the screens: 15 | 0.6 | -0.1 | 8

Returning to the listing with the 6 entries that preceded the break.
SMILES	TEAD-YAP block	GPR151 activ	FBW7 act	MITF inh
CCOc1ccccc1-n1cnc2cc(C(=O)NCc3ccccc3Cl)ccc21	-3	0.6	0.0	-2
COc1ccc2c(c1)/C(=c1/sc3n(c1=O)CN(c1cccc(F)c1)CN=3)C(=O)N2	10	0.4	0.5	-100
CCOc1ccc(C(N)CC(=O)OC)cc1 (stereo unspecified)	-7	-2.2	0.4	3
Cc1c(C(=O)N2CCN(c3ccc(Cl)cc3[N+](=O)[O-])CC2)oc2ccccc12	1	-0.4	0.2	6
N#C/C(=C\c1ccc([N+](=O)[O-])o1)C(=O)NCc1ccc(Cl)cc1	16	-1.2	0.4	20
CCN(CC)C(=O)CCNC(=O)Cn1ccc2ccccc2c1=O	-8	-0.5	0.1	17
O=C(NCCCN1CCCC1=O)c1ccccc1NS(=O)(=O)c1ccc(F)cc1	-3	-0.2	0.0	-11
O=C(CN(C1CCCCC1)S(=O)(=O)c1ccc(F)cc1)N1CCN(c2ccccc2F)CC1	-28	-0.2	0.1	-3
O=C(NCCCn1ccnc1)c1ccc(Cl)c(Cl)c1	-2	0.7	-0.2	-7
CCc1ccccc1NC1OC(=O)c2ccccc21 (stereo unspecified)	8	1.7	0.1	11
CSCCC(=O)NCC1Cc2c(F)ccc(-c3nc(C)cnc3C)c2O1 (stereo unspecified)	-10	1.1	-0.1	-1
CCOC(=O)C1=C(C)N=c2s/c(=C\c3ccc(OC)c(O)c3)c(=O)n2C1c1ccc(N(C)C)cc1 (stereo unspecified)	0	2.6	0.1	3
CCCCOc1ccc(N2C(=O)C3C4C=CC(C4)C3C2=O)cc1 (stereo unspecified)	-4	-0.1	0.0	-3
CCN1CC2([N+](=O)[O-])C=C(C(=O)O)CC([N+](=O)[O-])(C1)C2 (stereo unspecified)	5	3.4	0.2	0
COC(=O)CCCNC(=O)Cc1cccc2ccccc12	-9	0.0	0.3	9
CCCCOc1ccc(/C=C2\C(=O)ON=C2c2ccc(Cl)cc2)cc1	9	-0.6	0.2	24
Cc1cc(C)n(CC(C)N2CCC(N3CCC(C(=O)NC4CC4)CC3)CC2)n1 (stereo unspecified)	9	0.0	-0.1	1
Cc1ccc(C2=N/C(=C\c3ccc(I)cc3)C(=O)O2)cc1	5	-0.2	0.1	-6
CCOC(=O)c1c(C2CC2)csc1NC(=O)CSc1nc2nc(C)cc(C)n2n1	-1	-0.8	0.0	-1
Cc1ccccc1CSc1nc2[nH]ncc2c(=O)n1-c1cccc(Cl)c1C	-7	1.1	0.1	6
COc1ccc(CN2CCN(Cc3ccc(F)c(F)c3)C(CCO)C2)c(O)c1 (stereo unspecified)	-9	-2.0	0.2	1
Cn1c(=O)c(Cc2ccccc2F)nc2ccccc21	-6	-0.1	0.0	-1
O=C(Nc1ccc(Br)cc1)c1cc(S(=O)(=O)N2CCCC2)ccc1Cl	29	0.2	0.7	2
Cc1nonc1CN(C)Cc1ccc(OCC(O)CN2CCc3ccccc3C2)cc1 (stereo unspecified)	-7	2.1	-0.1	-9
Cc1ccccc1-c1nsc(SCC(=O)Nc2ccc([N+](=O)[O-])cc2)n1	20	1.3	0.2	5
COc1ccc(Nc2ccc(-c3cccc(C(C)=O)c3)cn2)cn1	-6	0.2	-0.4	-14
COc1ccc(CCNS(=O)(=O)c2cc3c(cc2Cl)NC(=O)CO3)cc1OC	-1	0.0	0.2	7
O=C(NS(=O)(=O)c1ccccc1)c1cccc(Br)c1	1	5.9*	-0.1	12
CCOC(=O)c1c(NC(=O)CCN2CCOCC2)sc(C)c1-c1ccccc1	3	1.0	0.3	7
COC(=O)[C@H]1CCc2ccccc2N1C(=O)c1ccco1	-1	1.6	-0.1	5
C=CCn1c(-c2ccc(OC)cc2)c(C)sc1=Nc1c(C)n(C)n(-c2ccccc2)c1=O	7	1.3	0.0	16
CCOC(=O)c1ccc(-c2ccc(/C=C3\C(=O)N(c4cccc(Cl)c4)N=C3C)o2)cc1	-19	1.0	0.4	4
Cc1[nH]c2ccc(C(=O)N3CCOc4ccc(C(C)(O)CN(C)C)cc4C3)cc2c1C (stereo unspecified)	12	0.0	0.0	23
Cn1c(=O)c2[nH]c(SCC(=O)C(C)(C)C)nc2n(C)c1=O	5	-1.2	0.1	0
COc1ccc(CNC(=O)c2cc3c(n(-c4ccc(C)cc4)c2=O)CCCC3=O)cc1OC	3	-1.0	1.1	8
COc1ccc(C2=NN3C(C2)c2cc(OC)ccc2OC3c2ccccc2)cc1 (stereo unspecified)	-9	-1.5	-0.2	2
COc1ccc(CN2CCOc3ccc(CN4CCN(C(C)=O)CC4)cc3C2)c(F)c1	-7	-0.1	0.1	0
COc1ccc(CNC(=O)CN2N=C(c3ccccc3)CCC2=O)cc1	6	0.0	-0.3	-3
Cc1cnc(NC(=O)c2ccc3c(c2)C(=O)N(Cc2cccnc2)C3=O)s1	-14	-0.5	0.8	15
COCCn1c(=O)[nH]c2cc(C(=O)NCCc3ccc(S(N)(=O)=O)cc3)ccc2c1=O	11	2.4	0.0	-8

Screens (PubChem BioAssay)
